# Screens as filed in PubChem.
# KDM4E inh = qHTS Assay for Inhibitors of Human Jumonji Domain Containing 2E (JMJD2E); JMJD2E catalytic domain, FDH-coupled NADH fluorescence (FDH is formaldehyde dehydrogenase); Potency, µM (doses to about 57.1 µM), for inactives: top-dose activity change, negative = inhibition, hits mostly inhibitors; actives 1.6% (n = 230,000); active means well fitted inhibition curve with a large enough effect, not every such curve was filed as active; inconclusive means small, poorly fitted or top-dose-only effect, or another doubt; inactive means no such curve, though single readings can be large or run the other way;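 further: 0% = wells with enzyme and -100% = buffer wells without enzyme; nearly all actives have a fitted effect of over 50% in size; many of its hits are not listed in these tables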
# Target sequence (B2RXH2 1-337 limits assumed): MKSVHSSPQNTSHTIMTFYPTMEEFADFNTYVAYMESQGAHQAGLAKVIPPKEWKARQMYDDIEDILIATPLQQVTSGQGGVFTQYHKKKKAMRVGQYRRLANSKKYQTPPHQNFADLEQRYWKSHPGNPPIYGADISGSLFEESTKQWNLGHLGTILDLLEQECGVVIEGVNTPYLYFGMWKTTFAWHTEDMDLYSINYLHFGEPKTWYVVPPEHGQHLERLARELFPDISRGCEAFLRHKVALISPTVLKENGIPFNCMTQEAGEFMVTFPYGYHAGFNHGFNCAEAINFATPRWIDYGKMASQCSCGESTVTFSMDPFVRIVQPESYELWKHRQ
# SMN2 splice enh = qHTS Assay for Enhancers of SMN2 Splice Variant Expression; HEK293 SMN2-luciferase splicing reporter, luminescence, 30-36 h; Potency, µM (top dose mostly 46.1 µM), inactives show at the top dose activity change, positive = activation, hits mostly activators; actives 2.8% (n = 210,000); AID 1458, 2008; further: % of control where 0% means no effect; nearly all actives have a fitted effect of over 55% in size
#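 HEK293 cells carry an SMN2 […]–luciferase reporter in which exon 7 inclusion puts luciferase in frame. Cells were plated 10-12 h before compound addition, then incubated 30-36 h at 37C. ONE-Glo luminescence was read; sodium butyrate at 4.5 mM final served as control.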
# HttQ103 aggreg = qHTS Multiplex Assay to Identify Dual Action Probes in a Cell Model of Huntington: Aggregate Formation (GFP) | actives 1.1% (n = 220,000) | Potency, µM (series often up to 46.1 µM), inactives show at the highest dose activity change, negative = inhibition, actives largely listed as inhibitors | PC12 HttQ103-GFP aggregates, Acumen cytometry, 40 h; further: on the % scale 0 is the no-effect control and ±100 the full control effect; nearly all actives have a fitted effect of over 60% in size
#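 Compounds (qHTS titration) were added to PC12 cells expressing an ecdysone-driven HTT exon 1 Q103–GFP fusion after induction with 100 nM tebufenozide. Aggregate formation was measured as GFP objects in cell lysates.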
# Tau fluor counter = Counterscreen qHTS for Inhibitors of Tau Fibril Formation, Fluorescence Polarization. actives 0.93% (n = 280,000). AID 1463, 2008. Potency, µM (titrated, usually from 57.7 µM), without a hit: at the top dose activity change, negative = decrease. tau K18 P301L Alexa594 fluorescence, heparin fibrillization; further: on the % scale 0 is the no-effect control and ±100 the full control effect; nearly all actives have a fitted effect of over 55% in size
#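 Human tau K18 P301L (15 uM unlabeled, 0.24 uM Alexa 594-labeled) in 100 mM sodium acetate pH 7 with 20 uM heparin, 6 hr at 37 C. ThT 30 uM added, 1 hr ambient; Alexa 594 FP and total fluorescence read at 555/632 nm.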
# Tau fibril FP = qHTS for Inhibitors of Tau Fibril Formation, Fluorescence Polarization; Microtubule-associated protein tau (Homo sapiens), P10636; K18 P301L tau heparin fibrillization, Alexa594 FP, 6 h; Potency, µM (titrated, usually from 57.7 µM), without a hit: at the highest dose activity, negative = inhibition, most hits filed as inhibitors; actives 0.39% (n = 280,000); AID 1468, 2008; further: on the % scale 0 is the no-effect control and ±100 the full control effect; nearly all actives have a fitted effect of over 55% in size
# Target sequence (P10636 561-689 P618L limits assumed): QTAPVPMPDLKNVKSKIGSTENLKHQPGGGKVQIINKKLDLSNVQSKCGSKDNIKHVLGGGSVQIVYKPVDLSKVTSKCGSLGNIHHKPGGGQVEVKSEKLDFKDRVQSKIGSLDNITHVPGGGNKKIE
#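 Steps: dispense K18 P301L tau (15 uM plus 0.24 uM Alexa 594 tracer, final) in pH 7 sodium acetate; add compound; add heparin (20 uM final); incubate 6 hr, 37 C; add ThT (30 uM final); after 1 hr ambient, read FP.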
# ALDH1A1 inh = qHTS Assay for Inhibitors of Aldehyde Dehydrogenase 1 (ALDH1A1); Purified ALDH1A1, NADH fluorescence, propionaldehyde substrate; Potency, µM (titrated, usually from 75.3 µM), without a hit: at the top dose activity, negative = inhibition, actives largely listed as inhibitors; actives 7.3% (n = 220,000); active means well fitted inhibition curve with a large enough effect, not every such curve was filed as active; inconclusive means small, poorly fitted or top-dose-only effect, or another doubt; inactive means no such curve, though single readings can be large or run the other way;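 further: plate controls were no enzyme wells and a reference inhibitor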
# Target sequence (P00352 whole entry, looked up): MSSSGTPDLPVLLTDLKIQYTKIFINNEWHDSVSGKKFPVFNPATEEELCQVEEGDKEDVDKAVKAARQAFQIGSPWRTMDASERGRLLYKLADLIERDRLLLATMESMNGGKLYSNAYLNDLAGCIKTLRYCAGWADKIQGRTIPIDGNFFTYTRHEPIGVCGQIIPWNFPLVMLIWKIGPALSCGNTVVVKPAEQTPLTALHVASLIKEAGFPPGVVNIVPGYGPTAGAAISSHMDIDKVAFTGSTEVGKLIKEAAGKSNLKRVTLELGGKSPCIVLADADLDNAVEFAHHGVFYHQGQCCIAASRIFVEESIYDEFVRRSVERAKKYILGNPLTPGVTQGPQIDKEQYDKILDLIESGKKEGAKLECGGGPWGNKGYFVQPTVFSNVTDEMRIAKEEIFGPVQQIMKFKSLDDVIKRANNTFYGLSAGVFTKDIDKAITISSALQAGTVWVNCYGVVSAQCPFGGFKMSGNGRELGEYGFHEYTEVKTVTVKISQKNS
# HTT cytoprotect = qHTS Multiplex Assay to Identify Dual Action Probes in a Cell Model of Huntington: Cytoprotection (ATP); PC12 HTT-Q103 induced, cytoprotection, ATP luminescence, 40 h; Potency, µM (top dose mostly 56.4 µM), for the others: cytoprotection (ATP increase), usual class: activators; actives 0.14% (n = 230,000);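 further: % of control where 0% means no effect; nearly all actives have a fitted effect of over 45% in size; toxic huntingtin expression switched on by the ecdysone agonist tebufenozide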
#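 PC12 cells with ecdysone-inducible HTT exon 1 Q103-GFP, induced with 100 nM tebufenozide and co-treated with library compounds in a dose series (1536-well, 1500 cells/well). Cytoprotection read as ATP content by ATPlite luminescence.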
# Tau fibril ThT = qHTS for Inhibitors of Tau Fibril Formation, Thioflavin T Binding; actives 2.1% (n = 270,000); Potency, µM (top dose mostly 57.4 µM), without a hit: top-dose activity, negative = inhibition, actives largely listed as inhibitors; Microtubule-associated protein tau (Homo sapiens), P10636; AID 1460, 2008; recombinant tau K18 P301L (four-repeat tau fragment), heparin-induced fibrillization, ThT fluorescence; further: on the % scale 0 is the no-effect control and ±100 the full control effect; nearly all actives have a fitted effect of over 55% in size
#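 Heparin-induced fibrillization of the P301L-mutant K18 repeat-domain fragment of human tau was followed by ThT binding in quantitative high-throughput format.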
# Active calls of the source: *; u = inconclusive; x = no result given; [ ] = another dose, or the depositor's remark. Unless noted, the call rests on the fitted dose curve; in most records, active means well fitted curve in the direction sought with a large enough effect; inconclusive means small, poorly fitted or top-dose-only effect, or another doubt; inactive means no such curve, though single readings can be large; an effect the other way counts as inactive or inconclusive. Potency means the concentration at half of the fitted maximal effect.
SMILES,KDM4E inh,SMN2 splice enh,HttQ103 aggreg,Tau fluor counter,Tau fibril FP,ALDH1A1 inh,HTT cytoprotect,Tau fibril ThT
COc1ccc(C2c3sc(=O)[nH]c3SC3C4CCC(C4)C23)cc1OC (stereo unspecified),7%,-9%,1%,-24%,-6%,u,-10%[10 µM],u
CN1CCN(CCCc2c3c(cc4c2CCC4)CCC3)CC1,3%,-8%,-21%,-18%,6%,-3%,-8%[10 µM],u
Cc1cc(Cl)ccc1NC(=S)NC(C)(C)C,1%,-14%,-17%,1%,2%,7%,x,1%
O=C(NCc1ccco1)C(=O)c1cn(CC(=O)N2CCCCC2)c2ccccc12,1%,-16%,6%,-4%,-5%,u,-37%,-11%
CCOC(=O)NC(=O)COC(=O)CCCSc1nc2ccccc2s1,1%,-6%,6%,-10%,-9%,-1%,-38%[inhibitor],u
O=C(COc1ccccc1)Nc1sc2c(c1C(=O)NCc1cccnc1)CCCC2,u,u,-6%,-26%,-14%,20µM*,4%[10 µM],-16%
Nc1nc(CN2CCN(c3cccc(Cl)c3)CC2)nc(N2CCCc3ccccc32)n1,u,-2%,-20%,-17%,-3%,u,-19%[0.074 µM],u
Cc1ccc(N(C)S(=O)(=O)c2cccc(C(=O)Oc3ccc4c(C)cc(=O)oc4c3)c2)cc1,u,3%,-3%,-2%,0%,u,23%[10 µM],-7%
O=S(=O)(c1ccc(N=C2NN=C(c3cc(F)ccc3F)CS2)cc1)N1CCOCC1,-7%,x,4%,u,u,28µM*,-16%,6.3µM*
CSc1ccccc1NC(=O)Nc1cccc(Cl)c1C,2%,-46%[inhibitor],1%,-14%,-2%,18%,-49%[inhibitor],u
CCCCCCCCCCCCCCCCCCNC(=O)OCC(COP(=O)([O-])OCC[n+]1ccsc1)OC (stereo unspecified),0%,-12%,x,-6%,4%,5%,x,-12%
CCOC(=O)C1CCN(C(=S)Nc2ccc(CC)cc2)CC1,-6%,x,x,-16%,-6%,-9%,-24%,-26%
C/C(=N/NC(=O)c1ccncc1)C1=C(O)CC(C)(C)CC1=O,14µM*,2%,-4%,-4%,-13%,-3%,u,-1%
CCCCNS(=O)(=O)c1ccc2nc(SCC(=O)Nc3cc(C)cc(C)c3)[nH]c2c1,4%,7%,22%,u,u,4%,18%[10 µM],3%
O=C(C(NS(=O)(=O)c1cccs1)c1ccccc1)N1CCN(c2ccccc2)CC1 (stereo unspecified),-3%,-1%,-18%,-17%,1%,u,30%,u
CCOC(=O)c1c(-c2ccc(OC)cc2)csc1NC(=O)CNCc1ccco1,-1%,-3%,10%,-3%,0%,u,-26%,1%
O=C(NCc1ccc2c(c1)OCO2)C1CCC(=O)N1C1CCCCC1 (stereo unspecified),2%,x,9%[9.22 µM],-15%,-2%,x,16%[10 µM],-15%
CCOC(=O)c1cnc2nc(NCc3ccc(OCC)cc3)[nH]n2c1=O,x,8%,x,-5%,-1%,x,x,-5%
COC(=O)CN(c1ccc(C)c(Cl)c1)S(C)(=O)=O,8%,-3%,15%,7%,6%,-8%,-7%[10 µM],8%
COc1cccc(NC(=O)C2CCN(S(=O)(=O)c3c(C)noc3/C=C/c3cccs3)CC2)c1,x,-27%,x,u,u,x,x,7%
Cc1ccc(-c2nnc(-n3nc(C)cc3C)c3ccccc23)cc1,-3%,-9%,-6%,-1%,11%,9%,-9%[10 µM],-8%
CC(C)C(=O)N1CCN(C2=NS(=O)(=O)c3ccccc32)CC1,5%,u,-10%,4%,2%,9%,-5%,-1%
C/C(=N/NC(=O)c1cccnc1)C1=C(O)CC(C)(C)CC1=O,-7%,-4%,-19%,3%,5%,4%,14%,-6%
CCCn1c(NCc2ccccc2NS(=O)(=O)c2ccc(C)cc2)nc2ccccc21,1%,-13%,-9%,u,-2%,12%,0%[10 µM],-7%
CC(=O)NCCCC(=O)NNC1CC(=O)N(c2cccc(Cl)c2)C1=O (stereo unspecified),2%,x,-11%[9.22 µM],-12%,-16%,x,-2%[10 µM],-16%

# 5 entries out of the list, arranged by length of the SMILES, smallest number first.
SMILES,KDM4E inh,SMN2 splice enh,HttQ103 aggreg,Tau fluor counter,Tau fibril FP,ALDH1A1 inh,HTT cytoprotect,Tau fibril ThT
Cc1cc(Cl)ccc1NC(=S)NC(C)(C)C,1%,-14%,-17%,1%,2%,7%,x,1%
Cc1ccc(-c2nnc(-n3nc(C)cc3C)c3ccccc23)cc1,-3%,-9%,-6%,-1%,11%,9%,-9%[10 µM],-8%
O=C(NCc1ccc2c(c1)OCO2)C1CCC(=O)N1C1CCCCC1 (stereo unspecified),2%,x,9%[9.22 µM],-15%,-2%,x,16%[10 µM],-15%
CC(C)C(=O)N1CCN(C2=NS(=O)(=O)c3ccccc32)CC1,5%,u,-10%,4%,2%,9%,-5%,-1%
Cc1ccc(N(C)S(=O)(=O)c2cccc(C(=O)Oc3ccc4c(C)cc(=O)oc4c3)c2)cc1,u,3%,-3%,-2%,0%,u,23%[10 µM],-7%

# Going on with the list.
SMILES,KDM4E inh,SMN2 splice enh,HttQ103 aggreg,Tau fluor counter,Tau fibril FP,ALDH1A1 inh,HTT cytoprotect,Tau fibril ThT
COc1cc(NC(=S)N2CCN(CCO)CC2)c(OC)cc1Cl,-2%,-5%,14%,6%,-1%,5%,-22%,-3%
CCOC(=O)COc1ncn(-c2ccccc2)n1,7%,-9%,-4%,-5%,2%,1%,8%,-6%
CCC1CCC(C(=O)NNC(=O)OC)CC1 (stereo unspecified),0%,-13%,-27%,-5%,-12%,2%,x,-6%
O=C1CSC(c2ccccc2F)N1c1ccccc1 (stereo unspecified),8%,-10%,17%,2%,7%,-5%,10%[10 µM],5%
COc1ccc(/C=C/c2cc(-c3ccc(C)cc3)o[n+]2C)cc1,u,-50%[inhibitor],4.5µM*,-2%,-2%,u,-69%[inhibitor],u
Cc1nn(C2CCS(=O)(=O)C2)c(Cl)c1/C=C/C(=O)OCC(=O)c1c[nH]c2ccccc12 (stereo unspecified),-7%,-68%[inhibitor],11%,u,u,21%,-22%[10 µM],-7%
COc1ccc2oc(=O)c(-c3nc(C)cs3)cc2c1,u,14µM*,0%[9.22 µM],-15%,-12%,u,-30%,u
CCCSC1=C(C#N)C(c2ccc(O)c(OC)c2)CC(=O)N1 (stereo unspecified),-4%,1%,-1%,-8%,-7%,-2%,-15%,-7%
Cc1ccc(N(Cc2ccc(C(=O)Nc3ccccc3C(=O)NCc3ccco3)cc2)S(C)(=O)=O)cc1C,u,5%,-6%,u,u,u,5%,-6%
Cc1oc(-c2cccc(Cl)c2)nc1CN1CCC(C(=O)NCCCN2CCN(c3ccccc3F)CC2)CC1,x,-4%,x,-5%,3%,x,x,-17%
CCOC(=O)C1CCCN(C(=O)CS(=O)(=O)Cc2ccccc2)C1 (stereo unspecified),9%,5%,-8%,-1%,-6%,-7%,-3%[0.074 µM],-1%
CCCOc1ccc(C(=O)N(Cc2ccc(N(C)C)cc2)CC2CCCO2)cc1 (stereo unspecified),x,-5%,x,-23%,3%,x,x,u
CC[C@@H]1C(c2ccc(F)cc2)=NN(c2ccc(Br)cc2)[C@H]1C(=O)N1CCOC1=O,x,x,x,10µM*[quencher],8%,u,-119%[inhibitor],u
S=C1Nc2cc(Cl)ccc2Sc2ccccc21,-6%,-5%,12%,10%,-5%,6%,19%[10 µM],4%
CCOc1ccc(C)cc1S(=O)(=O)N1CCCCC1,9%,24%,-13%,-1%,-2%,13%,6%[0.074 µM],1%
CC(C)(C)C(=O)CN1CCN(S(=O)(=O)c2ccc(F)cc2)CC1,-10%,-25%,-1%,1%,-1%,-9%,4%[10 µM],-10%
O=C(Cc1cccs1)Nc1ccc(C(=O)O)cc1,-19%,-18%,-3%,7%,0%,-5%,9%,8%
O=C(CC(NC(=O)OCc1ccccc1)C(=O)O)OCc1ccccc1 (stereo unspecified),12%,6%,0%,-7%,9%,9%,-13%,-5%
Cc1cc(C)cc(CC2CC(=O)N(c3ccc4c(c3)OCCO4)C2=O)c1 (stereo unspecified),2%,-4%,6%,-5%,9%,0%,0%,-12%
CC(=O)Nc1ccc(/C=C2/Sc3ccccc3C2=O)cc1,0%,26%,-17%[9.22 µM],-9%,7%,4%,-18%[10 µM],u
CCCCCCCCC#Cc1nc(C)ccc1OC,x,x,x,-14%[126 µM],-7%[126 µM],8%[120 µM],-28%[96.6 µM],-10%[126 µM]
C=CCNC(=O)NC(=O)COC(=O)/C(C#N)=C/c1ccc(OC)cc1,u,3%,-11%,-15%,4%,25µM*,11%,-13%
Cc1ccc2c(c1)-c1c(cnn1CC(=O)N1CCN(c3cc(Cl)ccc3C)CC1)CO2,x,6%,x,-11%,-6%,x,x,-7%
CCCN1C(=O)c2[nH]nc(-c3ccc(F)cc3)c2C1c1ccc(O)c(OCC)c1 (stereo unspecified),x,13%,x,-11%,0%,x,x,-5%

# Part of the list above in another layout.
compound	KDM4E inh	SMN2 splice enh	HttQ103 aggreg	Tau fluor counter	Tau fibril FP	ALDH1A1 inh	HTT cytoprotect	Tau fibril ThT
CCC1CCC(C(=O)NNC(=O)OC)CC1 (stereo unspecified)	0%	-13%	-27%	-5%	-12%	2%	x	-6%
O=C1CSC(c2ccccc2F)N1c1ccccc1 (stereo unspecified)	8%	-10%	17%	2%	7%	-5%	10%[10 µM]	5%

# The list is partial. The share of hits here may be higher or lower than overall.
